Rac1 act GTP bind = alters GTP binding to activated mutant human Rac1; percent activity (GTP binding), % at 10 µM; actives 0.11% (n = 190,000); P63000; GST-Rac1 activated beads, fluorescent GTP binding, flow cytometry; actives lie on both sides; 100% means binding = to untreated wells;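 active = GTP binding at least 20 percentage points away from the 100% baseline, in either direction, so actives lie on both sides; inconclusive = Compound likely fluorescent itself, or too few beads counted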
Mcl1-Bid inh = Mcl-1/Bid interaction inhibition. Q07820. inhibition, % at 21.7 µM. TR-FRET Mcl-1/Bid-Dy647 peptide binding, 1536-well. actives 0.97% (n = 220,000);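 active = compounds that cut the binding signal by more than half at the single screening dose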;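 also: His-tagged Mcl-1 with europium anti-His antibody binding Bid BH3 peptide; 0% = Mcl-1 plus peptide wells and 100% = peptide-only wells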
Target sequence (Q07820 whole entry, looked up): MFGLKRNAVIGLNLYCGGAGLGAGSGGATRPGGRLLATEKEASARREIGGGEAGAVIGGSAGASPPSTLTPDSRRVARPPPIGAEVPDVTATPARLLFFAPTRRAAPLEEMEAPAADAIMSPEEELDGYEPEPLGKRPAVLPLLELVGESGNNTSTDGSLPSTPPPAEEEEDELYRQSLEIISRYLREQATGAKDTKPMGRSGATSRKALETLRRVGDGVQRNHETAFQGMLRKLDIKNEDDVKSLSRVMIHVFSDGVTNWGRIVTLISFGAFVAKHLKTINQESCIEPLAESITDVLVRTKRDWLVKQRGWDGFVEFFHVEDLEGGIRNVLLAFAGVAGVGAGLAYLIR
Cdc42 wt GTP = modulators (inhibitors or activators) of GTP binding to human Cdc42 wildtype | P60953 | GST-Cdc42 beads, Bodipy-GTP binding, flow cytometry; actives lie on both sides | percent activity (GTP binding), % at 10 µM | actives 0.2% (n = 190,000);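 active = percent activity GTP binding at least 20 points away from the 100% baseline, either down as inhibitor or up as activator; inconclusive = compound flagged as likely green fluorescent from well-wide comparison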;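 also: median bead fluorescence of bound Bodipy-FL-GTP at 100 nM; 0% = excess unlabeled GTP control and 100% = no compound control; below 100% means less GTP binding so inhibitor and above means activator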
Target sequence (P60953 whole entry, looked up): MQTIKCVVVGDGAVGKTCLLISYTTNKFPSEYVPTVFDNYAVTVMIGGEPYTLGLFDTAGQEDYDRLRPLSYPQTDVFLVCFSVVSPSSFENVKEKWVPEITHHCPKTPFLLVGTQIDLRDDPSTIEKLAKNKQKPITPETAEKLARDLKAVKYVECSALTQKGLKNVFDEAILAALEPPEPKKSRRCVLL
Mcl1 Noxa PPI = disrupts binding of human Mcl-1 to Noxa peptide. TR-FRET Mcl-1/Noxa peptide binding, 2 h. inhibition, % at 21.7 µM. actives 1.5% (n = 220,000);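 active = compounds that cut the protein-peptide binding signal by more than 50% relative to plate controls in a single-dose test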;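 also: His-tagged Mcl-1 with rhodamine Noxa BH3 peptide and terbium anti-His antibody; 0% = Mcl-1 plus Noxa peptide wells and 100% = peptide-only wells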
Rac1 wt GTP bind = modulators of human Rac1 wildtype GTP binding | GST-Rac1 beads, fluorescent GTP binding, flow cytometry; actives lie on both sides; 0 = cold GTP competed, 100 = untreated | actives 0.27% (n = 190,000) | P63000 | GTP binding activity (% of control), % at 10 µM;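 active = GTP binding activity at least 20 points away from the 100% control level, either lower or higher; inconclusive = compound flagged as likely green fluorescent, judged across all proteins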
HRas wt GTP = human HRas wildtype GTP binding, change in either direction. GST-Ras wt beads, Bodipy-FL-GTP binding, flow cytometry; actives lie on both sides. GTP binding activity, % at 10 µM. actives 0.14% (n = 190,000). AID 759;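 active = GTP binding activity at least 20% away from the 100% baseline, either lowered as inhibitor or raised as activator; inconclusive = flagged as likely green fluorescent, judged across all proteins in the well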;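 also: 0% = unlabeled GTP competition control and 100% = no-compound control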
Target sequence (P01112 whole entry, looked up): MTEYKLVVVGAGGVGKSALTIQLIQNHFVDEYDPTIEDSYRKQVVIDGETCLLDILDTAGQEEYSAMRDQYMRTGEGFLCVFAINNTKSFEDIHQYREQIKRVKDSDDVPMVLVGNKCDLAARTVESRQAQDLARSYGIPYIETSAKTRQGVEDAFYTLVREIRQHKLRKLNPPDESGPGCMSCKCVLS
Rab2A wt mod = changes GTP binding to wildtype dog Rab2A, up or down | P61105 | GST-Rab2 wt beads, Bodipy-GTP binding, flow cytometry | GTP binding activity, % at 10 µM | actives 0.19% (n = 190,000);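 active = GTP binding activity at least 20 points away from 100%, either lowered or raised; inconclusive = signal likely due to the compound's own green fluorescence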;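 also: 0% = beads with excess unlabeled GTP and 100% = no-compound control corrected for plate trend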
Avidin bead fluor = compound fluoresces at 488/530 nm on avidin beads. actives 0.38% (n = 220,000). fluorescence (KMESF) at 10 µM. AID 1775. compound fluorescence 488/530 nm, flow cytometry; stronger effect = higher value; in the data active = fluorescence above about 47; also: inactives centre near 10
Pf gamet viab = P. falciparum stage V gametocyte viability inhibition; P. falciparum stage V gametocytes, ATP luminescence, 24 h; actives 0.065% (n = 150,000); AID 743093; inhibition, % at 10.9 µM;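 active = inhibition above the mean plus 3 SD of compounds within the control limits, set per campaign, cut at about 38% in these data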;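 also: 0% = DMSO wells and 100% = medium only without gametocytes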
Rab7 wt modul = alters GTP binding to wildtype dog Rab7; GST-Rab7 beads, fluorescent GTP binding, flow cytometry; actives lie on both sides; untreated = 100%, excess cold GTP = 0%; actives 0.055% (n = 190,000); GTP binding activity (percent of control), % at 10 µM;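 active = fluorescent GTP binding to Rab7 beads changed by at least 20 points from the 100% baseline, either direction, mostly lower; inconclusive = compound itself probably fluorescent, or too few beads counted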;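 also: median green fluorescence of bound Bodipy-FL-GTP per Rab7 bead population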
Mcl-1 Bim block = inhibitors of Bim-Mcl-1 interaction, human. Q07820. Bead-based flow cytometry, Bim peptide-Mcl-1 binding. inhibition, % at 10 µM. actives 0.1% (n = 190,000); in the data active = inhibition above about 40%;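 also: 0% = no compound tracer wells and 100% = peptide blocker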
Starred values were filed as active, the others as inactive; ? = inconclusive; · = no result given.

SMILES	Rac1 act GTP bind	Mcl1-Bid inh	Cdc42 wt GTP	Mcl1 Noxa PPI	Rac1 wt GTP bind	HRas wt GTP	Rab2A wt mod	Avidin bead fluor	Pf gamet viab	Rab7 wt modul	Mcl-1 Bim block
CCOC(=O)c1c(C)c(C(=O)NCC2CCCO2)c(C)n1C (centres undefined)	96	-20	100	3	97	99	97	10	-28	93	-3
CCCCN=C(Nc1ccc(Cl)cc1)c1cccnc1	94	-13	97	6	95	100	98	14	-25	100	-3
Cc1noc(C)c1CSc1nnc(-c2ccccc2)n1N	97	-32	103	6	99	99	97	13	·	98	-6
Cc1cccn2cc(-c3ccc(NC(=O)Cc4ccccc4)cc3)nc12	97	-5	96	0	100	98	98	6	·	103	1
COC(=O)COc1cccc(NC(=O)c2ccccc2)c1	98	-18	99	-9	105	101	99	9	11	100	-5
CN1CCN(NC(=O)c2ccc(S(=O)(=O)N3CCCCCC3)cc2)CC1	97	-12	96	8	95	95	96	9	-3	93	-1
O=C1C2C3C=CC(C3)C2C(=O)N1CCCO (centres undefined)	100	-3	105	2	105	103	101	41	·	96	0
O=Cc1cn(-c2ccc(F)cc2)c2ccccc12	96	3	97	-4	105	99	99	12	12	95	-3
CC12C(=O)N(Cc3ccccc3)C(=O)C1C1C=CC2C1 (centres undefined)	100	-1	103	-1	110	102	102	39	·	101	0
COc1ccc(S(=O)(=O)Nc2nc3ccccc3s2)cc1OC	91	5	95	·	89	94	93	12	-1	93	-4
Cc1ccc(S(=O)(=O)N2CCC(=O)N(CCOC(=O)Nc3cc(C)cc(C)c3)CC2)cc1	97	-3	103	-4	102	101	99	11	19	102	-2
C=CCn1cc(C(=O)NCc2ccc(Cl)cc2)c(=O)c2cc(S(=O)(=O)N(CC)CC)ccc21	99	13	100	-24	103	98	99	12	11	100	-8

Whole records, quoted from the list. Order of values: Rac1 act GTP bind, Mcl1-Bid inh, Cdc42 wt GTP, Mcl1 Noxa PPI, Rac1 wt GTP bind, HRas wt GTP, Rab2A wt mod, Avidin bead fluor, Pf gamet viab, Rab7 wt modul, Mcl-1 Bim block
Listed for C=CCn1cc(C(=O)NCc2ccc(Cl)cc2)c(=O)c2cc(S(=O)(=O)N(CC)CC)ccc21 = 99, 13, 100, -24, 103, 98, 99, 12, 11, 100, -8
Listed for COc1ccc(S(=O)(=O)Nc2nc3ccccc3s2)cc1OC = 91, 5, 95, ·, 89, 94, 93, 12, -1, 93, -4

Further results follow.
SMILES	Rac1 act GTP bind	Mcl1-Bid inh	Cdc42 wt GTP	Mcl1 Noxa PPI	Rac1 wt GTP bind	HRas wt GTP	Rab2A wt mod	Avidin bead fluor	Pf gamet viab	Rab7 wt modul	Mcl-1 Bim block
Cc1ccc(N2C(=O)C3C4C=CC(CNC(=S)Nc5ccc(Cl)cc5)(O4)C3C2=O)cc1 (centres undefined)	102	-81	99	1	108	101	99	7	0	98	-6
Cc1ccc(/C=C/S(=O)(=O)NCC(=O)O)cc1	95	-21	94	12	94	91	90	12	·	94	0
COCCn1c(SCc2ccc(C(=O)OC)o2)nc2cc(Cl)ccc2c1=O	100	-19	101	-5	102	100	98	12	·	97	1
COC(=O)C1=C(NC(=O)COc2ccc3ccccc3c2)CCS1	96	-27	102	-9	101	98	95	10	-15	97	-1
Cc1ccc(C(=O)NNS(=O)(=O)c2ccccc2[N+](=O)[O-])cc1	92	3	96	23	99	95	95	24	-15	93	0
Cc1ccc(-c2nn3c(C)nnc3c3ccccc23)cc1S(=O)(=O)N(C)CCO	97	0	102	7	104	101	101	16	·	99	-4
Cc1cccc(NC(=O)C2CCCN(C(=O)NC3CCCCC3)C2)c1C (centres undefined)	94	0	98	-3	96	97	94	30	-3	94	0
CCOc1ccc(C(=O)Nc2ccc(NC(=O)c3ccco3)c(Cl)c2)cc1Cl	99	-32	100	-32	107	102	103	29	·	103	-17
Cc1nn(-c2ccccc2)c(N2CCCC2)c1/C=N/NC(=O)C1CC1	97	-50	98	11	102	96	95	8	32	98	0
CC(=O)Nc1ccc(S(=O)(=O)NC2(C(F)(F)F)NC(=O)N(CC(C)C)C2=O)cc1 (centres undefined)	97	-13	100	18	101	97	98	6	-5	102	-1
CCOCc1cn(CC(=O)c2ccc(Cl)cc2)c(C)nc1=N	103	8	103	8	109	105	104	11	·	100	-2
Cc1csc(NC(=O)CSc2ccccc2F)n1	96	-22	98	8	97	96	96	11	21	95	2
O=C(CSc1ccc2c(c1)OCCO2)NCCN1C(=O)CSC1=O	98	-18	99	1	97	99	98	13	-24	96	-4
CC(C)(O)C#Cc1ccc(C(=O)N2CCCC2C(=O)O)s1 (centres undefined)	97	-4	99	8	96	100	98	9	25	102	-4
O=C(Nc1ccccc1)N1CCCCC1c1cccnc1 (centres undefined)	98	1	102	7	106	101	102	11	·	105	-1
COc1ccc(-n2c(C)cc(/C=C3\SC(=S)N(Cc4ccco4)C3=O)c2C)cc1	?	-44	?	18	?	?	?	20	7	?	-2
Cc1cc(NC(=NC2CC2)c2ccccc2F)n(-c2ccccc2)n1	94	4	100	8	101	98	102	5	32	108	-7
CCn1c(COc2ccc(=O)n(-c3ccccc3)n2)nnc1SCc1ccccc1	95	-17	100	17	98	100	97	35	-15	95	-3
CCCCN(C(=O)Cn1nnc2ccccc21)C(C(=O)NCCOC)c1ccc(OC)cc1 (centres undefined)	99	-12	103	8	105	99	103	6	·	99	1
COc1ccc(C(=O)Nc2cc(=O)n(C)c(=O)n2C)cc1	96	-16	93	-17	96	97	97	21	-35	101	1
Cn1c(N)c(C(=O)COC(=O)c2cc(-c3ccccc3)nc3ccccc23)c(=O)n(Cc2ccccc2)c1=O	99	-5	105	-14	106	102	100	11	·	95	-1
CC1(C)CC(=O)C2=C(C1)NCN(Cc1ccccc1)C2	100	-35	103	4	104	103	100	8	11	99	0
Cc1nn(CCCC(=O)O)c(C)c1[N+](=O)[O-]	96	6	95	17	101	95	97	13	36	98	-1
COc1cc2c3c(c1OC)C1(C=CC(=NO)C=C1)CC3N(C(C)=O)CC2 (centres undefined)	99	-16	101	4	103	100	98	14	13	99	-4
COc1ccc(C2C(C#N)=C(N)Nc3onc(C(C)(C)C)c32)c(OC)c1 (centres undefined)	101	-25	95	-4	104	99	98	2	9	99	-8
O=C(Oc1ccccc1Cl)c1ccc(N2CCOCC2)c([N+](=O)[O-])c1	100	9	102	-7	103	100	100	4	-14	102	1
Cc1ccc2nc3sc(C(=O)N4CCCc5ccccc54)c(N)c3cc2c1	85	-28	89	·	85	90	87	14	25	89	0
Cc1ccc(-c2csc3ncn(CC(=O)N4CCOCC4)c(=O)c23)cc1	95	-10	98	-8	100	98	97	6	33	100	-1
O=C(NC1CCCCC1)C(c1cccnc1)N(CCc1ccccc1)C(=O)Cc1cccs1 (centres undefined)	98	-3	98	14	99	98	98	16	14	94	-8
O=C(CSCc1cccc(Cl)c1)N1CCN(Cc2ccc3c(c2)OCO3)CC1	94	6	98	-17	99	99	97	9	·	102	-2
c1ccc(-c2nc(NCC3CCCO3)c3ccccc3n2)nc1 (centres undefined)	97	-42	99	-41	97	99	96	15	19	99	-1
COc1cc(-c2[nH]nc3c2C(c2ccco2)C(C#N)=C(N)O3)cc(OC)c1OC (centres undefined)	99	-90	97	27	103	102	99	1	-12	100	0
O=C(CCn1nc(-c2ccccc2)c2ccccc2c1=O)N1CCN(c2ccccc2)CC1	101	-42	104	-6	102	103	104	8	-5	92	-2
COc1cccc(NC(=O)c2ccccc2NS(C)(=O)=O)c1	100	-9	101	5	100	102	102	7	-11	105	-2
O=C(NCc1cccnc1)C(=O)Nc1ccc([N+](=O)[O-])cc1	100	-2	105	-2	109	103	106	9	-8	108	0
Cc1c(C(=O)OCC(=O)N(C)c2ccccc2)cccc1[N+](=O)[O-]	94	-1	93	-3	98	98	96	11	·	99	-1
COC(=O)C1=C(Nc2ccc(C)cc2)C=C(C)C(C(=O)OC)C1c1cccc(OC)c1 (centres undefined)	98	-31	103	10	106	101	101	4	-32	100	0
Cc1ccc(C(=O)Nc2nccs2)cc1	97	2	96	28	100	98	97	14	6	102	-3
COc1cccc2c(=O)c(C/C=C(/C)Cl)c(C)[nH]c12	91	92*	97	11	97	98	95	29	·	93	0
c1coc(CN2CN=C(Nc3nc4ccccc4s3)NC2)c1	101	-4	102	-12	103	100	101	37	·	100	-2
O=C(CN1CCCCC1)Nc1ccc(S(=O)(=O)N2CCOCC2)cc1	95	-19	99	11	99	98	96	5	-2	103	-4
CCOC(=O)N1CCC(=NNC(=O)Cn2ccc(C(F)(F)F)n2)CC1	97	-14	98	7	99	101	100	23	4	108	1
OCC1(Cc2ccccc2)CCCN(Cc2cn[nH]c2-c2ccccc2)C1 (centres undefined)	99	-24	98	-2	101	97	95	11	-2	97	1
COC(=O)c1ccc(NC(=O)CCOc2ccccc2)cc1	92	-19	94	7	92	90	92	20	22	92	2
N/C(=N\OC(=O)CCCOc1ccc(Cl)cc1Cl)c1ccccn1	91	2	94	6	98	96	95	9	8	102	-1
COc1cccc(OC)c1C(=O)NC(=S)Nc1ccc2c(c1)Cc1ccccc1-2	96	-36	99	10	98	102	104	15	13	105	0
O=C(Cn1c(C(F)(F)F)nc2ccccc21)c1ccccc1	100	-4	103	-4	100	103	103	9	0	98	0
O=C1C2C3C=CC(C3)C2C(=O)N1CNc1ccccc1 (centres undefined)	99	-24	102	16	101	102	100	33	17	98	-1
C[C@@H]1CN=C2N(CCNC(=O)CCC3CCCCC3)[C@H](Cc3ccc(O)cc3)CN21	98	-2	98	13	100	98	95	5	16	97	1
COc1ccc(Cc2nc(-c3ccccc3)no2)cc1	101	-28	103	-5	103	104	104	10	2	96	-2
O=C(c1ccc(S(=O)(=O)NCC2CCCO2)cc1)N1CCN(c2ccccc2)CC1 (centres undefined)	95	-28	95	24	96	97	99	10	6	101	-1
CCOC(=O)Cc1c(C)nc2c(C#N)c(C)nn2c1C	97	-12	102	3	101	100	99	8	·	102	-1
CCOc1cc(NC(=O)C2CCCO2)c(OCC)cc1NC(C)=O (centres undefined)	92	-5	98	1	96	98	97	13	·	97	-1
CCOc1ccc2nc(NC(=O)c3cccnc3)sc2c1	105	-2	107	14	104	104	101	9	10	103	-5
COc1cc(NC(=O)c2c(F)c(F)c(F)c(F)c2F)c(OC)cc1Cl	98	-13	103	-25	100	100	100	16	·	98	-2
O=C(c1cnn2c(C(F)(F)F)cc(-c3ccccc3)nc12)N1CCCCC1c1cccnc1 (centres undefined)	96	-49	93	13	93	93	91	8	-2	93	0
CN(C)c1ccc(-c2nnc(SCC3CCCO3)n2C)cc1 (centres undefined)	98	-20	102	0	98	99	98	10	22	101	-3
O=C(NCCO)c1ccc(Oc2ccc(C(F)(F)F)cc2[N+](=O)[O-])cc1	94	2	94	-1	101	95	95	11	-10	100	-1
COc1ccc(NC(=O)CN(C)S(=O)(=O)c2cccc3nsnc23)cc1OC	98	5	99	11	103	99	96	4	20	97	-2
